# High-throughput results as filed in PubChem.
# LDHA block = LDHA (human) enzyme inhibition; AID 1347041; activity change, % (values are at about 110 or 230 µM); purified LDHA, NADH/diaphorase-resazurin fluorescence; active compounds read low; 480,000 tested, 0.15% active; P00338; in the data active = activity change below about -30%; inconclusive = mostly about -25% to -30%;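 note: plate controls were DMSO wells for no effect and wells without enzyme for full effect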
#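 Resorufin fluorescence (ex540/em590), read at 0 and 20 min after diaphorase/resazurin addition, reports the NADH left after a 5 min room-temperature reaction of 2 nM human LDH5 with 0.06 mM NADH and 0.2 mM pyruvate.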
# APEX1 inh = APE1 (human) endonuclease inhibition; Potency, µM (series often up to 65.8 µM), for inactives: at the highest dose activity change, negative = inhibition, actives largely listed as inhibitors; AID 2517; P27695; recombinant APE1, TAMRA/BHQ-2 abasic DNA cleavage fluorescence; 350,000 tested, 0.35% active;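 note: potency is the fitted concentration of half-maximal effect; plate controls were vehicle for no effect and reference inhibitor for full effect; nearly all actives have a fitted effect of over 55% in size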
#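 0.75 nM APE1 + cpd, 15 min RT; start w/ 50 nM TAMRA/BHQ-2 THF-abasic dsDNA; kinetic fluor 525/598 nm ×3 reads @60 s; Δ(read3−read1); normalized to DMSO and NSC13755 control wells.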
# POLK inh = blocks human DNA polymerase kappa activity. Q9UBT6. purified Pol kappa, fluorescent DNA synthesis assay, 10 min. Potency, µM (titrated, usually from 107 µM), inactives show at the highest dose activity, negative = inhibition, hits mostly inhibitors. 400,000 tested, 0.53% active. AID 588579; note: potency is the fitted concentration of half-maximal effect; % is set by controls: 0 for no effect and ±100 for the full control effect
#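 50 nM final substrate added after 15 min RT preincubation of 10 nM Pol kappa with compound; fluorescence read at 0 and 10 min.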
# Pol beta inh = DNA polymerase beta (human) inhibition | P06746 | Pol beta primer extension/strand displacement, fluorescence kinetic | Potency, µM (top dose mostly 114 µM), for inactives: at the top dose activity change, negative = inhibition, usual class: inhibitors | 340,000 tested, 1.3% active | AID 485314; note: potency is the fitted concentration of half-maximal effect; % is set by controls: 0 for no effect and ±100 for the full control effect
#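 Pol beta (10 nM) and compounds were preincubated 15 min at room temperature, then 50 nM substrate (final) started primer extension/strand displacement. Reads were taken at 0 and 10 min; concentration-response data were fitted to a four-parameter Hill equation.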
# Apoferritin bind = binds horse apoferritin like a general anesthetic | Potency, µM (series often up to 77.5 µM), inactives show at the highest dose activity change, negative = displacement, usual class: inhibitors | P02791 | 350,000 tested, 0.074% active | apoferritin/1-aminoanthracene competitive binding, fluorescence; note: potency is the fitted concentration of half-maximal effect; % is set by controls: 0 for no effect and ±100 for the full control effect; nearly all actives have a fitted effect of over 20% in size
# Target sequence (P02791 2-175 limits assumed): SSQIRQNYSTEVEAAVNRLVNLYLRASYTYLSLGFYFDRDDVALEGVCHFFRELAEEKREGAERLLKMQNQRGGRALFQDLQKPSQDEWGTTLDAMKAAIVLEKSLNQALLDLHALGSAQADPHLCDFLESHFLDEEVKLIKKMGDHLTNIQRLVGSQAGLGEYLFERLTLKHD
#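 Horse-spleen apoferritin (10 uM) was mixed with 50% saturated 1-aminoanthracene in PBS, exposed to compounds for 10 min at room temperature, and read for fluorescence (ex 380 nm, em 535 nm). Competitive displacement was fitted with a four-parameter Hill equation.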
# Pol eta inh = DNA polymerase eta (human) inhibition; Potency, µM (top dose mostly 114 µM), without a hit: at the top dose activity change, negative = inhibition, hits mostly inhibitors; Q9Y253; 390,000 tested, 1.2% active; AID 588591; recombinant Pol eta, fluorescent DNA replication assay; note: potency is the fitted concentration of half-maximal effect; % is set by controls: 0 for no effect and ±100 for the full control effect
#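 Fluorescent replication assay: 50 nM final substrate added after a 15 min room-temperature compound preincubation with 10 nM enzyme. Signal taken at 0 min and again at 10 min.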
# 12-LOX inh = inhibitors of human 12S-lipoxygenase ALOX12; P18054; purified 12hLO, xylenol orange hydroperoxide absorbance; Potency, µM (top dose mostly 108 µM), for the others: top-dose activity change, negative = inhibition, hits mostly inhibitors; 580,000 tested, 1.1% active; AID 1671190; note: potency is the fitted concentration of half-maximal effect; % is set by controls: 0 for no effect and ±100 for the full control effect
# Target sequence (P18054 whole entry, looked up): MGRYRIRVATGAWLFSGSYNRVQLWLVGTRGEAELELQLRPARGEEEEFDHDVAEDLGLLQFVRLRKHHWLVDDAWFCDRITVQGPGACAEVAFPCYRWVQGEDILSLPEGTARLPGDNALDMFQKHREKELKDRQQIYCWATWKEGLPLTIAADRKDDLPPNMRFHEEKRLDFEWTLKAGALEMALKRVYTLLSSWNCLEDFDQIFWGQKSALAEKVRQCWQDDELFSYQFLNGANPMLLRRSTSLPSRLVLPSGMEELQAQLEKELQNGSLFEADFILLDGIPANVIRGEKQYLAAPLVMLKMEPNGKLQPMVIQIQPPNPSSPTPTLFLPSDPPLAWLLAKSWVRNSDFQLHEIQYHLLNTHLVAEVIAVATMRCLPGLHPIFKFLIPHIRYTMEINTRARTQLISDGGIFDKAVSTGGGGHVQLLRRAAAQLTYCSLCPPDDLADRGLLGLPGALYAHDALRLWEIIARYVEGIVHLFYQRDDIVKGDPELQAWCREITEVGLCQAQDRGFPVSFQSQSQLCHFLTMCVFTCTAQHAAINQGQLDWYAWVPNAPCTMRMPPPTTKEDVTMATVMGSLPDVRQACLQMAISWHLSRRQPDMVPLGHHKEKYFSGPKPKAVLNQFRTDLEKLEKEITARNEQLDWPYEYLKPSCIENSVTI
#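 Purified human 12hLO at 150 nM in 25 mM Hepes, 0.01% Triton X-100, pH 7.0, preincubated 15 min at room temperature with compound. Reaction started with 40 uM arachidonic acid, 30 min at room temperature. Hydroperoxide measured by Fe-xylenol orange, 573/405 nm absorbance ratio.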
# ERG-DNA inh = blocks human ERG Ets domain binding to DNA. fluorescence polarization, His-ERG Ets domain / labelled DNA. P11308. Potency, µM (doses to about 76.9 µM), for inactives: at the highest dose FP activity, negative = inhibition, most hits filed as inhibitors. 370,000 tested, 0.028% active; active = well fitted inhibition curve with a large enough effect in the polarisation, with a control signal flat; inconclusive = small, poorly fitted or top-dose-only effect, or effect the other way, or a change in a side signal; inactive = no such curve, though single readings can be large or run the other way; the % refers to the polarisation;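 note: polarization taken with two DNA probes labelled with fluorescein and Texas red; potency is the fitted concentration of half-maximal effect; % of control where 0% means no effect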
#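 His-tagged ERG Ets domain (1 uM in the protein solution; 300mM KCl, 50mM Tris-HCl, 1mM EDTA, 1mM DTT, pH 7.5) received compound, then a probe mix of 5 nM fluorescein-DNA and 100nM Texas-615-DNA. Fluorescence polarization was read for both dyes.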
# RGS4 inh = human RGS4 inhibition; P49798; Transcreener GDP fluorescence polarization, RGS4-accelerated GTP hydrolysis; Potency, µM (highest dose often 114 µM), for the others: at the top dose activity change, negative = inhibition, hits mostly inhibitors; 390,000 tested, 0.039% active; AID 504845; note: potency is the fitted concentration of half-maximal effect; % is set by controls: 0 for no effect and ±100 for the full control effect; nearly all actives have a fitted effect of over 75% in size; some results filed as inactive show a strong effect at the top dose
# Target sequence (P49798 whole entry, looked up): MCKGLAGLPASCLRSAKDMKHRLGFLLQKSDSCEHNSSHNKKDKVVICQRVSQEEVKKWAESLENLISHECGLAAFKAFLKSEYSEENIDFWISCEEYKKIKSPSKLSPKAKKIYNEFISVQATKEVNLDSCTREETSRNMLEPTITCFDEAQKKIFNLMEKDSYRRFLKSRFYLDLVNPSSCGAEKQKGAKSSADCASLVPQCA
#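 MLSMR compounds (23 nl, pin-transferred) preincubated 10 min at room temperature with a 500nM (2x) first reagent, then RGS4 at 900nM (2x) plus Transcreener GDP mix added; fluorescence polarization (620/688 nm) read before and after 90 min at 30 °C.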
# An asterisk follows results filed as active; ? = inconclusive; . = not tested or not shown; & = joins results of further samples; [ ] = another dose, or the depositor's remark. Unless noted, calls come from the whole dose curve; as a rule, active = well fitted curve in the direction sought with a large enough effect; inconclusive = small, poorly fitted or top-dose-only effect, or another doubt; inactive = no such curve, though single readings can be large; an effect the other way counts as inactive or inconclusive.
SMILES,LDHA block,APEX1 inh,POLK inh,Pol beta inh,Apoferritin bind,Pol eta inh,12-LOX inh,ERG-DNA inh,RGS4 inh
COc1cccc(C2c3c(oc4ccc(Cl)cc4c3=O)C(=O)N2c2cc(C)on2)c1OC (centres undefined),-5,4%,-7%,-27%,-24%,-1%,?,-6%,20%
COc1ccccc1CNS(=O)(=O)c1cccc(S(=O)(=O)N2CCOCC2)c1,2,-1%,-2%,-2%,5%,-9%,-1%,2%,-27%
COc1ccccc1CN(Cc1cc2cc(C)cc(C)c2[nH]c1=O)Cc1nnnn1CC1CCCO1 (centres undefined),-4,-2%,-15%,1%,-4%,-7%,-20%,.,24%
CCOc1ccc(C2CC(=O)c3c([nH]c(C(=O)OCC4CCCCC4)c3C)C2)cc1 (centres undefined),-1,.,-9%,-13%,3%,5%,-6%,-6%,4%
Cc1cc2nc(-c3cccc(NC(=O)CSc4ccc(Cl)cc4)c3)oc2cc1C,-1,.,-14%,-19%,3%,-18%,-2%,-1%,-5%
Cc1ccc(S(=O)(=O)N2CCCCC2)c2nsnc12,-6,58%[activator],-18%,36%,-5%,-11%,-6%,-2%,20%
CN1CCN(c2nc(-c3cc4ccccc4o3)cs2)CC1,-1,17%,-8%,23%,-7%,-11%,7%,-5%,-4%
O=C(c1ccc(Cl)c(S(=O)(=O)N2CCOCC2)c1)N(Cc1nnc(-c2ccccc2Cl)o1)C1CC1,-1,0%,-12%,.,.,-13%,27%,-3%,-11%
O=C(NCCc1ccccc1)c1nn(-c2ccccc2Cl)nc1CO,-5,.,-2%,3%,-13%,-6%,-20%,2%,12%
CN(CC(=O)Nc1cc(Cl)cc(Cl)c1)Cc1cccs1,-2,29%,-6%,-4%,-5%,-11%,-21%,-5%,16%
CC1CN(C(=O)COC(=O)c2cccc(NS(=O)(=O)c3ccccc3)c2)CC(C)O1 (centres undefined),-5,-3%,-9%,.,.,-4%,-12%,8%,6%
CCCCCOc1ccc(NC(=O)C(=O)NCCC2=CCCCC2)cc1,-5,11%,-1%,43%,-6%,-8%,.,19%,-11%
CCCCN(C)C(=O)c1cn(C)c2ccc(S(=O)(=O)N(C)C)cc2c1=O,-2,-1%,-20%,3%,5%,-12%,402%[activator],2%,-33%
CC(C)NS(=O)(=O)c1ccc(NC(=S)NC(=O)c2ccc(-c3ccccc3)cc2)cc1,-9,-5%,-7%,32%,?,-14%,?,2%,-31%
CC(C)(C)[C@@H]1COC(=O)[C@H](Cc2ccc(F)cc2)C/C=C\C[C@H](CC(=O)N(CCO)Cc2ccccc2)C(=O)N1,1,-12%,-3%,.,.,-18%,-12%,-9%,-12%
CCN(c1ccccc1)S(=O)(=O)c1cccc(C(=O)NCC(c2ccco2)N2CCCC2)c1 (centres undefined),-2,24%,-10%,3%,-19%,-10%,1%,4%,7%
COc1c2c(nc3ccccc13)OC(C(C)(O)CO)C2 (centres undefined),-5,1%&-2%&-2%,4%,-3%[57.1 µM],-6%,-4%[57.1 µM],3%&8%,.,-17%
CCOC(=O)C(CC)n1nc(C)n2c(cc3occc32)c1=O (centres undefined),-3&4,-1%,-3%&0%,?,9%&-13%,-8%,-15%&0%,1%&3%,12%&12%
C=CCN(c1ccccc1)S(=O)(=O)c1cccc(C(=O)N2CC(C)CC(C)C2)c1 (centres undefined),5,3%,-5%,-2%,0%,-15%,75%[activator],3%,-13%
O=C(CSc1nc2ccccc2[nH]1)NCc1ccc(F)cc1,-1,-2%,8%,15%,?,-9%,-6%,3%,-4%

# Looked up by compound from the entries so far:
SMILES,LDHA block,APEX1 inh,POLK inh,Pol beta inh,Apoferritin bind,Pol eta inh,12-LOX inh,ERG-DNA inh,RGS4 inh
CCCCN(C)C(=O)c1cn(C)c2ccc(S(=O)(=O)N(C)C)cc2c1=O,-2,-1%,-20%,3%,5%,-12%,402%[activator],2%,-33%
O=C(CSc1nc2ccccc2[nH]1)NCc1ccc(F)cc1,-1,-2%,8%,15%,?,-9%,-6%,3%,-4%
CC1CN(C(=O)COC(=O)c2cccc(NS(=O)(=O)c3ccccc3)c2)CC(C)O1 (centres undefined),-5,-3%,-9%,.,.,-4%,-12%,8%,6%

# Other structures follow.
SMILES,LDHA block,APEX1 inh,POLK inh,Pol beta inh,Apoferritin bind,Pol eta inh,12-LOX inh,ERG-DNA inh,RGS4 inh
Cc1ccc(S(=O)(=O)n2ccc3c(OCCOCCSCC(NC(=O)OC(C)(C)C)C(=O)O)cccc32)cc1 (centres undefined),-10,-2%,?,71µM*,-14%,?,-10%,17%,26%
Clc1ccc(-c2cn3c(n2)CCC3)cc1,-5,0%,-13%,4%,-10%,-7%,10%,-9%,-15%
S=c1[nH]c2ncccc2o1,-3,1%,-12%,2%,-11%,-13%,-21%,-5%,-27%
O=c1[nH]c([N+](=O)[O-])nn1C(c1ccccc1)c1ccccc1,8,35%,-14%[60.1 µM],8%,-9%,-14%,1%,-7%,-19%
CCOC(=O)N1CCC(=NNc2ncc(C(F)(F)F)cc2Cl)CC1,-5,13%,-7%,41%[activator],-14%,-9%,-16%,5%,-12%
COc1cccc(OCc2cc(C(=O)N(C)C3CC(C)(C)NC(C)(C)C3)no2)c1,-2,-2%,-13%,7%,-6%,4%,-12%,0%,25%
CCOc1ccccc1OCCC(=O)Nc1ccc2c(c1)OCO2,-5,24%,-7%,.,.,-15%,-4%,-3%,20%
Cc1ccc(C)c(C(=O)CSc2nc(C)cc(=O)[nH]2)c1,0,20%,-5%,14%,7%,-19%,0%,11%,3%
CN(C)/[N+]([O-])=N/Oc1cc(O/[N+]([O-])=N/N2CCCC2CO)c([N+](=O)[O-])cc1[N+](=O)[O-] (centres undefined),.,-8%,-12%,.,-15%,.,.,.,9%
Cc1ccc(Cc2cnc(NC(=O)C3Cc4ccc(C)cc4C(=O)O3)s2)cc1 (centres undefined),-6,.,11%,-1%,2%,-8%,-22%,-4%,-6%
CC(=O)Nc1cc(-c2ccccc2)nn1Cc1ccc(Cl)cc1,-9,-6%,-9%,-1%,?,-14%,-17%,.,18%
CC(C)c1ccc(OCc2nnc(SCC(=O)N3CCCCC3)o2)cc1,-2,64%,-1%,-17%,?,-11%,1%,9%,4%
CCCCn1cnc2sc3c(c2c1=N)CCCC3,3,1%,8%,-16%,-18%,-8%,0%,-3%,-7%
COC(=O)c1ccc(NC2CC(=O)N(c3ccccc3C)C2=O)cc1 (centres undefined),-4,4%,-21%,-6%,-6%,-12%,0%,6%,-11%
O=C1CSC(c2ccccc2)N1c1ccccc1F (centres undefined),-6,8%,-16%,2%,-6%,-18%,-4%,-3%,11%
NC1=NS(=O)(=O)NC1c1ccc(Br)cc1 (centres undefined),-2,-5%,-6%,5%,-6%,-12%,-3%,-6%,-7%
O=C(Cn1cnc2c(nnn2Cc2ccc(F)cc2)c1=O)N1CCN(c2ccccc2)CC1,-2,-2%,-5%,13%,?,-18%,21%,5%,-13%
CCOC(=O)c1ccccc1NC(=O)Cn1cnc2c1c(=O)n(C)c(=O)n2C,-2,-3%,-1%,20%,-7%,-14%,49%[activator],-4%,-24%
Cc1cccc(NC(=O)CN2CCN(CC(=O)NCC3(N4CCCCC4)CCCCC3)CC2)c1C,-1,41%[activator],0%,.,.,-16%,-13%,3%,-3%
C[C@@H]1CCC(=O)N(CC[C@H](Sc2ccc(Br)cc2)c2ccccc2)CC1,5,-13%,-1%&-20%,.,.,-15%,?,3%,-7%
CC1CC(C)CN(C(=O)C2CCC(CNS(=O)(=O)c3ccccc3)CC2)C1 (centres undefined),-4,25%,4%,-1%,?,-19%,22%,13%,-7%
Cc1cccc(-n2ncc3c2CCCC3NC(=O)CC(F)(F)F)c1C (centres undefined),-1,0%,2%,21%,-6%,-5%,0%,-4%,-15%
COCCNC(=O)C(c1ccc(O)cc1)N(Cc1ccccc1)C(=O)CCC(=O)Nc1nccs1 (centres undefined),-4,20%,10%,-4%,-1%,-8%,-6%,10%,-34%
CC1([N+](=O)[O-])COC(C=Cc2ccccc2)OC1 (centres undefined),-13,.,-9%,.,.,-15%,?,-4%,6%
COc1ccc(C(=O)CSc2nnc(Cn3nnc4ccccc43)n2C)cc1,-7,3%,-22%,7%,-9%,8%,-10%[57.4 µM],.,-4%
C[C@H](NC(=O)OC(C)(C)C)C(=O)N/N=C/C1=Cc2ccccc2OC1,-2,1%,4%,9%,40%[activator],-1%,?,-5%,25%
CCOc1ccc(CN(C)CC(=O)Nc2cc(OC)c([N+](=O)[O-])cc2C)cc1,-2,?,-5%,0%,-6%,-10%,-9%,-2%,3%
CC(c1ccccc1)C(CC(=O)O)C(=O)Nc1ccc(Cl)c(Cl)c1 (centres undefined),-4,16%,5%,18%,-9%,-3%,-4%,-23%,7%
NC(N)=NCCC[C@H](NC(=O)[C@@H](N)Cc1ccc(O)cc1)C(=O)O,.,0%,4%[19.4 µM],.,4%,.,8%[12.5 µM],.,.
O=C1NCC(CN(c2ccccc2)c2ccccc2)O1 (centres undefined),-3,2%,-15%,5%,-21%,-14%,0%,-2%,10%
Cc1ccc(-c2nnc(N3CCN(C(=O)Cn4c(=O)n(C)c5ccccc54)CC3)c3ccccc23)cc1,-3,1%,-8%,20%,-21%,-18%,0%,10%,5%
O=C(COc1ccc(F)cc1)Nc1ccccc1OCc1cc(=O)n2ccccc2n1,-5,.,-12%[60.1 µM],-2%,-6%,-14%,-19%,-2%,18%

# A portion of the library. The share of hits here may be higher or lower than overall.
